Bioassay records (PubChem)
Jurkat NFkB inh – inhibitors of the PMA/ionomycin-induced NF-kB reporter in Jurkat cells; 330,000 tested, 0.53% active; inhibition, % at 4 µM; PMA/ionomycin-induced NF-kB luciferase reporter, luminescence; AID 435003
Gli-Sufu block – antagonists of Gli-Sufu signaling. Sufu-KO-LIGHT fibroblasts, Gli luciferase reporter luminescence. inhibition, % at 5 µM. 340,000 tested, 0.74% active. AID 588413;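 active = inhibition above about 55%, limit read from the data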;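 note: 0% = DMSO-treated cells and 100% = wells with medium but no cells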
Apaf-1 inh – blocks human Apaf-1 apoptosome activity; 330,000 tested, 0.71% active; AID 489030; reconstituted apoptosome caspase-3 activity, DEVD-Rh110 fluorescence; inhibition, % at 20 µM; O14727; active = inhibition of at least 40% at 20 µM;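 note: plate controls were DMSO wells for no effect and DEVD-CHO caspase inhibitor wells for full effect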
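Assay system – apoptosome proteins · Medium – Hepes buffer, pH 7.5 · Also added – cytochrome c with DEVD-Rh110 · Timing – 30 min compound preincubation, 50 min activation, room temperature · Detection – Rh110 fluorescence, excitation 480 nm, emission 540 nm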
SENP7 block – SENP7 protease inhibition. Q9BQF6. AID 434973. recombinant SENP7, Z-RLRGG-aminoluciferin luminescence, 40 min. inhibition, % at 5 µM. 330,000 tested, 1.5% active;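 active = inhibition above about 50% at the single test dose, limit read from the data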;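 note: plate controls were DMSO with enzyme for no effect and no enzyme buffer wells for full effect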
Target sequence (Q9BQF6 706-1050 limits assumed): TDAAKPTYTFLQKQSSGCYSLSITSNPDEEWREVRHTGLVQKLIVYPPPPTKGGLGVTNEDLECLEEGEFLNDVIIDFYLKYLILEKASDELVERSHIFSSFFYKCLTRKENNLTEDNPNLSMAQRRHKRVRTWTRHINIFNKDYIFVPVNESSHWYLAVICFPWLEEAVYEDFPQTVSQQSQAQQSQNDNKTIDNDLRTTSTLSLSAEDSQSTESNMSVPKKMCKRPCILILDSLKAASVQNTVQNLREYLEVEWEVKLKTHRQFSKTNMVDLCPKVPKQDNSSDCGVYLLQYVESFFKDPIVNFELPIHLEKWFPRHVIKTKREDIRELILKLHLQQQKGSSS
HKDC1 inhibitor – blocks human hexokinase HKDC1 activity. 340,000 tested, 0.16% active. Q2TB90. AID 493160. recombinant HKDC1, G6PDH/diaphorase resazurin coupled fluorescence. inhibition, % at 20 µM;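 active = inhibition above about 35% when tested at 20 µM, limit read from the data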;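 note: plate controls were DMSO wells with enzyme for no effect and DMSO wells lacking enzyme for full effect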
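Test system: recombinant HKDC1 (HK5) hexokinase enzyme, produced in-house / Doses: 20 µM test compound, 1% DMSO / Timing: 90 min, room temperature / Detection: G6PDH/diaphorase-coupled fluorescence, 1 mM NADP, 100 µM resazurin, 525/613 nm / Control set: DMSO wells with and without enzyme mix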
UBC13 polyUb – inhibitors of human UBC13 polyubiquitin chain formation; P61088; TR-FRET; inhibition, % at 20 µM; 330,000 tested, 0.47% active; AID 485273; in the data active = inhibition above about 45%, passing the limit was not always enough; inconclusive = no clear call, values can overlap the other calls
Target sequence (P61088 whole entry, looked up): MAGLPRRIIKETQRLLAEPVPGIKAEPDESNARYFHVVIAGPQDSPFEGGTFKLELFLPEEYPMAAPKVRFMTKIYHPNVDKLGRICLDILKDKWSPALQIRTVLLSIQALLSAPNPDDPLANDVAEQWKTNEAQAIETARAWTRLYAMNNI
697 NFkB inh – inhibitors of the PMA/ionomycin-induced NF-kB reporter in 697 B cells; 330,000 tested, 0.33% active; AID 435022; 697 B-cell NF-kB luciferase reporter, 16 h; inhibition, % at 4 µM; in the data active = inhibition above about 35%
SENP8 block – blocks the human protease SENP8; purified SENP8, Z-RLRGG-aminoluciferin cleavage, luminescence; AID 2540; 330,000 tested, 1.2% active; Q96LD8; inhibition, % at 10 µM
Target sequence (Q96LD8 whole entry, looked up): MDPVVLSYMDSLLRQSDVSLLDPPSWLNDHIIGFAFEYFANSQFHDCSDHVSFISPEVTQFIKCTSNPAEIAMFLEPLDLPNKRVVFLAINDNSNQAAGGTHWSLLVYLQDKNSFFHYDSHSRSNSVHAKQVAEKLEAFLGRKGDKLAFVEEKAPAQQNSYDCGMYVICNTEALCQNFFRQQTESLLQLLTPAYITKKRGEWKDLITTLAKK
An asterisk follows results filed as active; ? = inconclusive. Cut-off read from the data, not from the text of the source, unless noted: active = inhibition above about 50%; inactive = the rest.

Sample of the layout:
Values run as follows: Jurkat NFkB inh	Gli-Sufu block	Apaf-1 inh	SENP7 block	HKDC1 inhibitor	UBC13 polyUb	697 NFkB inh	SENP8 block
- Fc1ccc(-c2csc(-c3ccncc3)n2)cc1
    -14.1	-18.7	-1.4	-1.2	-4.3	14.3	-1.1	-8.4
- CCCCOc1ccc(/C=C/C(=O)NC2=Nc3ccccc3NC(C)=C2C(=O)OCC)cc1OC
    1.9	-7.0	6.1	0.6	6.0	0.0	7.8	2.6
- CCC(C)Nc1nnnc2c1sc1nc3c(cc12)COC(C)(C)C3 (centres undefined)
    -26.1	-20.7	-3.3	0.4	7.0	-6.5	17.8	-3.9

The whole of this part, from the first entry:
Values run as follows: Jurkat NFkB inh	Gli-Sufu block	Apaf-1 inh	SENP7 block	HKDC1 inhibitor	UBC13 polyUb	697 NFkB inh	SENP8 block
- Fc1ccc(-c2csc(-c3ccncc3)n2)cc1
    -14.1	-18.7	-1.4	-1.2	-4.3	14.3	-1.1	-8.4
- CCCCOc1ccc(/C=C/C(=O)NC2=Nc3ccccc3NC(C)=C2C(=O)OCC)cc1OC
    1.9	-7.0	6.1	0.6	6.0	0.0	7.8	2.6
- CCC(C)Nc1nnnc2c1sc1nc3c(cc12)COC(C)(C)C3 (centres undefined)
    -26.1	-20.7	-3.3	0.4	7.0	-6.5	17.8	-3.9
- CCc1cc(=O)oc2cc(C)cc(OC(C)C(=O)NCc3cccnc3)c12 (centres undefined)
    11.8	-13.8	-0.3	5.6	6.2	5.5	3.2	-1.1
- Cn1c(CNC(=O)C(C)(C)C)nc2ccccc21
    -6.4	5.1	2.4	-0.1	-4.1	1.5	-15.6	1.9
- CCOC(=O)N/N=C/c1cccnc1
    1.4	-7.6	10.6	-5.1	-4.2	-1.9	11.1	-5.7
- Cc1ccc(CNC(=O)c2cn(C)c3ccc(S(=O)(=O)N4CCOCC4)cc3c2=O)cc1
    8.7	-0.7	2.9	-2.4	-14.0	10.1	-5.6	-12.6
- COc1cc([N+](=O)[O-])ccc1NC(=O)COC(=O)c1n[nH]c2ccccc12
    -10.1	1.9	10.3	-2.7	-9.6	-12.4	-5.9	-5.0
- O=C(Nc1ccccc1C(=O)O)c1ccc2ccccc2n1
    -11.0	-11.6	2.0	25.8	-0.4	-13.2	-48.8	34.5
- COc1ccc(C(=O)Nc2ccc(C(=O)N3CCOCC3)cc2)cc1OC
    -1.5	-36.1	1.8	36.6	-6.9	2.4	7.3	23.4
- Cc1ccc(Cn2nc(C)c(NC(=O)CSc3n[nH]c(C)c3[N+](=O)[O-])c2C)cc1
    9.6	2.5	-1.9	-3.6	2.9	7.8	7.8	-2.9
- COc1ccc(C(C(=O)NC2CCCC2)N(C(=O)c2ccoc2C)c2ccc(C)c(C)c2)cc1 (centres undefined)
    -15.0	-3.0	26.0	-5.2	-5.4	-6.8	-11.5	-5.9
- Cc1c(OCC(F)(F)F)ccnc1CS(=O)c1nc2ccccc2[nH]1 (centres undefined)
    -31.0	-34.8	2.1	-4.0	1.0	-13.0	-16.7	-15.9
- Cc1ccc(C[n+]2ccccc2)cc1
    -19.9	-22.1	-9.5	6.2	-5.2	3.7	-11.6	3.8
- C[C@H](NC(=O)[C@@H]1CCC(=O)N1Cc1ccco1)c1ccccc1
    8.8	67.8*	-5.4	-6.1	0.8	6.4	9.7	5.6

3 structures out of the list, arranged by molar mass, highest first.
Values run as follows: Jurkat NFkB inh	Gli-Sufu block	Apaf-1 inh	SENP7 block	HKDC1 inhibitor	UBC13 polyUb	697 NFkB inh	SENP8 block
- Cc1ccc(CNC(=O)c2cn(C)c3ccc(S(=O)(=O)N4CCOCC4)cc3c2=O)cc1
    8.7	-0.7	2.9	-2.4	-14.0	10.1	-5.6	-12.6
- COc1ccc(C(=O)Nc2ccc(C(=O)N3CCOCC3)cc2)cc1OC
    -1.5	-36.1	1.8	36.6	-6.9	2.4	7.3	23.4
- Cc1ccc(C[n+]2ccccc2)cc1
    -19.9	-22.1	-9.5	6.2	-5.2	3.7	-11.6	3.8

Continuation:
Values run as follows: Jurkat NFkB inh	Gli-Sufu block	Apaf-1 inh	SENP7 block	HKDC1 inhibitor	UBC13 polyUb	697 NFkB inh	SENP8 block
- COc1ccccc1CC(=O)N(CCC#N)CCC#N
    3.0	-3.9	5.2	7.3	-2.6	0.3	0.1	0.5
- CCC(C)N(C)Cc1cccc(C2(O)CCN(S(=O)(=O)c3ccc(F)cc3)CC2)c1 (centres undefined)
    -15.4	40.3	-0.8	-13.5	-6.7	0.2	-26.7	-12.1
- COCCN(CCOC)S(=O)(=O)c1ccc(C(=O)Nc2sc3c(c2C(N)=O)CCCCC3)cc1
    -29.6	11.6	-6.2	-1.1	-4.0	5.4	-37.2	7.2
- COc1ccc(CC(=O)OC(C)CN2CCCC2)cc1 (centres undefined)
    -6.4	-14.9	-5.8	3.7	-6.6	1.1	3.5	-1.5
- O=C(O)c1cccnc1SCC(=O)N1CCCCCC1
    -8.3	1.4	-18.8	-5.9	2.1	6.3	20.8	2.3
- NC(=O)CC(NC(=O)Cc1cccc2ccccc12)c1ccc(N2CCN(c3ccccn3)CC2)c([N+](=O)[O-])c1 (centres undefined)
    -14.4	-10.0	6.1	12.7	-4.7	-4.5	0.3	-2.9
- CC1CCCCN1S(=O)(=O)c1ccc(C(=O)Nc2nnc(C3CC3)o2)cc1 (centres undefined)
    2.3	4.0	1.3	-2.0	-3.3	-12.3	14.3	1.3
- N#CC1CCN(c2ncccc2[N+](=O)[O-])CC1
    -3.2	-15.8	-10.1	12.0	-4.7	-4.9	2.4	-2.3
- CCN(CC)C(=O)/C(=C\c1ccncc1)NC(=O)c1ccccc1
    -2.0	-3.4	-15.6	6.1	2.6	6.0	10.0	-0.8
- Cc1cc(NC(=S)NC(=O)CC(C)C)ccc1Br
    -32.6	-34.7	-6.8	-9.3	-9.8	-2.1	-29.3	-8.9
- CC(=O)c1cccc(NC(=S)NC(=O)C(C)C)c1
    -9.0	-6.4	-5.9	9.8	-2.5	-4.8	4.8	-1.2
- CC(C)NC(=O)CCc1nc2cccnc2n1-c1ccccc1
    -20.1	41.5	-5.3	-8.3	-2.2	10.9	7.5	-3.0
- O=C(NCc1ccccc1)c1ccc(F)c(F)c1
    13.3	-5.6	-1.1	-0.2	-6.7	-6.5	3.4	-9.8
- COCCCN(C(=O)CCOc1ccc(C)cc1)c1c(N)n(Cc2ccccc2)c(=O)[nH]c1=O
    -4.8	-2.4	6.5	4.9	1.3	-1.8	0.1	-8.1
- O=C(COC(=O)C1CCN(c2ccc(C(F)(F)F)cn2)CC1)Nc1ncc(Cl)cc1Cl
    6.5	9.7	12.4	-1.6	-7.4	15.5	22.9	-7.3
- Cn1c(Cc2cccs2)nnc1SCC(=O)Nc1ccccc1
    8.3	-5.1	-1.6	3.2	-2.1	4.5	-3.7	-1.8
- Cc1nnc(NC(=O)CSC2CCCCC2)s1
    10.2	2.2	-4.7	3.2	1.5	-2.9	9.8	9.0
- CC(C)(O)C1Cc2cc(/C=C/C(=O)O)c(O)cc2O1 (centres undefined)
    -15.9	4.0	5.8	-1.2	1.3	0.7	-7.5	-11.3
- O=C(C1CCCN(S(=O)(=O)c2cccc3nsnc23)C1)N1CC=C(c2ccccc2)CC1 (centres undefined)
    4.5	7.6	20.5	0.9	-0.1	-3.0	-24.8	-1.6
- Cc1ccc(N2CC(C(=O)N3CCC4(CC3)CC(=O)c3ccccc3O4)CC2=O)cc1C (centres undefined)
    -0.9	10.5	9.1	0.8	-3.3	4.0	-2.2	-13.7
- CCCCc1c(C)nc2ccc(C)cc2c1SCCC(=O)O
    5.5	5.3	2.7	-2.1	-6.2	1.1	9.8	-2.9
- Cc1nn(Cc2ccccc2)c(Cl)c1/C=C/C(=O)OC(C)C(=O)N1CCCC1 (centres undefined)
    17.5	-3.3	-1.5	8.9	-2.7	1.2	7.4	3.2
- COc1ccccc1CCCNC(=O)C1CCC(=O)N(CCN2CCOCC2)C1 (centres undefined)
    -3.4	-20.4	-10.7	2.2	0.9	-3.8	-1.9	0.4
- CCOC(=O)N1CCC(N2C(=O)c3ccccc3C2Nc2cccnc2)CC1 (centres undefined)
    4.2	-2.3	15.9	-15.7	5.2	-3.9	19.1	-14.6
- O=C(O)c1ccccc1SC1CC(=O)N(C2CCCCC2)C1=O (centres undefined)
    -0.7	-0.7	1.2	-12.1	-2.8	-1.7	-23.9	-11.9
- CC(=O)c1cccc(NS(=O)(=O)N2CCCCC2)c1
    -10.9	1.9	-2.4	-1.3	4.7	-2.0	-8.6	-3.0
- CCOc1ccc(OCC)c(Nc2cc(C)nc3nc(C)nn23)c1
    32.4	-40.9	-5.8	-5.0	0.9	-3.5	5.9	6.7
- CC(=O)c1ccc(NC(=O)CSC(C)C)cc1
    -30.9	98.7*	-1.6	-6.1	-13.5	-18.3	-24.2	3.3
- C/C(=N\NC(=S)NCc1ccccc1)c1ccc(C(C)(C)C)cc1
    -28.6	-4.6	15.9	2.0	-0.4	8.0	-19.2	-2.6
- Cc1onc(-c2ccccc2Cl)c1C(=O)Nc1ccc(F)c(F)c1
    3.3	7.8	-7.2	-1.8	-2.4	0.4	6.8	1.0
- COc1ccc(N(CC(=O)N2CCN(c3ccc(Cl)cc3)CC2)S(=O)(=O)c2c(C)noc2C)cc1
    11.7	26.6	16.8	-0.1	-1.5	3.6	-6.4	-1.4
- O=C(c1cccc([N+](=O)[O-])c1)N(c1ccccn1)c1ccccn1
    4.4	6.0	4.4	-10.2	-0.5	-5.1	1.0	-13.7
- COc1ccc(Cn2nnnc2C(c2ccc(C)cc2)N2CCN(C3CCCC3)CC2)cc1 (centres undefined)
    14.4	8.5	1.9	2.4	2.6	10.9	1.7	5.3
- C[C@@]12CCC[C@H](O1)[C@@H]([C@H](O)c1ccccc1)O2
    -5.4	6.5	6.9	-9.8	-4.0	-5.9	16.1	-13.4
- CCOC(=O)c1cccc(NS(=O)(=O)c2c(C(=O)N3CCCCCC3)c(C)n(C)c2C)c1
    4.5	0.7	12.0	0.4	-4.3	46.1*	-12.3	0.3
- COc1cccc(C(=O)CSc2nccn2C)c1
    -33.2	-7.2	-11.0	-4.5	-3.4	2.7	-47.5	-3.8
- O=[N+]([O-])c1ccc(CSC2=NCCN2)cc1
    -0.2	-11.2	-0.2	16.1	0.1	-5.7	4.2	-2.8
- CCOc1ccc2cc(C#N)c(SCC(=O)N3CCOCC3)nc2c1
    -134.8	-62.3	1.9	-5.2	-2.4	1.7	-55.3	-9.4
- C=CCc1ccccc1OCC(O)CN1CCN(c2ccc(OC)cc2)CC1 (centres undefined)
    15.2	10.5	5.6	2.3	0.8	-0.9	8.1	2.2
- Cc1ccc(Cl)c(NC(=O)CSc2n[nH]c(=O)n2C2CC2)c1Cl
    11.8	3.0	-2.5	1.0	-2.0	-1.6	16.4	10.2
- Cc1cccc(NC(=S)NC(=O)/C=C/c2ccco2)n1
    -7.7	-15.4	10.5	-1.2	-1.0	-14.5	-8.3	1.7
- Cc1ccc(CN2C(=O)CCC2C(=O)NCC2CCCO2)cc1 (centres undefined)
    4.5	0.6	-88.4	1.4	-10.3	10.0	11.0	-0.1
- CC1(C)CC(C2N3CC4(C)CN2CC(C)(C3)C4=O)CCO1 (centres undefined)
    0.4	-4.1	-11.3	-3.2	12.4	1.6	6.6	-1.3
- c1cc(CNc2ccc(N3CCOCC3)cc2)ccn1
    3.2	-8.7	-8.3	-3.5	4.6	1.4	2.1	-1.7
- CN(Cc1c(O)ccc2c1oc(=O)c1ccccc12)C1CCCCC1
    -10.6	4.9	35.5	2.1	22.3	?	-5.6	-4.9
- CCCN(CC1CC1)S(=O)(=O)c1ccc(S(N)(=O)=O)cc1
    2.5	0.0	-11.1	2.0	-0.9	3.8	6.0	-2.3
- O=C(CNCC1(N2CCOCC2)CCCCC1)Nc1ccc(Cl)cc1
    -2.8	5.5	-2.0	-5.8	-5.6	3.9	15.9	-5.1

Compounds as they come. Share with any hit: about 3.6%.
